# LMPTP inh: blocks human LMPTP phosphatase | recombinant LMPTP-A, OMFP fluorogenic substrate, fluorescence intensity | inhibition, % at 20 µM | 0.22% of 360,000 active | AID 651560;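 active = compounds that cut the enzyme signal by at least half of the control window in the single-dose screen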;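 note: plate controls were DMSO wells with enzyme plus substrate for no effect and substrate without enzyme for full effect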
# Target sequence (P24666 whole entry, looked up): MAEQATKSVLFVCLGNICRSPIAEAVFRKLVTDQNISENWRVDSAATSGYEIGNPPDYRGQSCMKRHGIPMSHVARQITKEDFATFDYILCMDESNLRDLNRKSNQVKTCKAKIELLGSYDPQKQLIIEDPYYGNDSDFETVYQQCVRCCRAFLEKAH
#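 Assay system: LMPTP-A, protein tyrosine phosphatase of low molecular weight / Medium: pH 6.0 Bis-Tris buffer with DTT and Triton X-100 / Schedule: 50 min enzyme reaction at room temperature, protected from light / Measured by: endpoint fluorescence intensity from OMFP dephosphorylation / Read-out basis: % inhibition relative to no-enzyme and uninhibited control wells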
# CSN inh: CSN deneddylation inhibition. AID 651999. 0.38% of 360,000 active. Q92905. inhibition, % at 12.5 µM. Purified CSN, SCF-Nedd8-OG deneddylation, fluorescence polarization;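 active = pattern-corrected inhibition above about 35%, with an unprinted fluorescence ratio check between 0.5 and 1.5, limit read from the data, passing the limit was not always enough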;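 note: 0% = enzyme with substrate and 100% = substrate without enzyme; some results filed as inactive read as strong as hits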
# Target sequence (Q92905 whole entry, looked up, one chain of several): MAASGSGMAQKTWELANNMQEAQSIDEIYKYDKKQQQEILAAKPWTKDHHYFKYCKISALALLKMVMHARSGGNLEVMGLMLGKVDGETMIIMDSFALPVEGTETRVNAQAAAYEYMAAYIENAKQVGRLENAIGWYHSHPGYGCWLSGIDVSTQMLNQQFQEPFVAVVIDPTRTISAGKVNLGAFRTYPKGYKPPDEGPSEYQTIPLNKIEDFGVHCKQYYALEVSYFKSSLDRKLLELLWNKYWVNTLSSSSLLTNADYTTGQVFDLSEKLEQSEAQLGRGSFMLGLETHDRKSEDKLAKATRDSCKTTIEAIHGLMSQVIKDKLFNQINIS
#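 test system = HEK293T-derived human Csn5 enzyme | amount = 0.24 nM Csn5 enzyme, final concentration | medium = Tris/NaCl/DTT buffer, pH 7.5 | schedule = 90 min reaction at room temperature | signal = FP | evaluation = inhibition of Csn5 cleavage, % | compound dosing = single dose of 12.5 µM compound with 0.25% DMSO | probe or stimulus = 10 nM SCFSkp2-Nedd8OG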
# DNMT1 inh: inhibitors of human DNMT1 | DNMT1 molecular beacon, Hinp1I cleavage, fluorescence | inhibition (reported as % activation of signal), % at 10 µM | 0.83% of 360,000 active; in the data active = inhibition above about 50%
# PABP1 MLLE inh: blocks PAM2 peptide binding to the PABP1 MLLE domain | GST-MLLE / FITC-PAM2 fluorescence polarization | P11940 | AID 588489 | 0.36% of 360,000 active | inhibition, % at 20 µM; in the data active = inhibition above about 35%, passing the limit was not always enough;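 note: plate controls were DMSO wells with GST-MLLE for no effect and wells lacking GST-MLLE protein for full effect; some results filed as inactive read as strong as hits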
# STEP inh: blocks human striatal-enriched tyrosine phosphatase; P54829; recombinant STEP, OMFP fluorogenic substrate, fluorescence; inhibition, % at 20 µM; 0.25% of 360,000 active; AID 588621;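 active = inhibition at 20 µM, scaled per plate between control wells, above about 37%, limit read from the data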;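 note: 0% = DMSO with enzyme and substrate and 100% = substrate only without enzyme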
#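 Assay system: isolated STEP enzyme / Timing: 20 min at room temperature, dark / Doses: 20 µM, 1% DMSO / Technique: fluorescence intensity, excitation 480 nm, emission 540 nm / Reagent: fluorogenic phosphatase substrate OMFP at 25 µM final / Measure: percent inhibition scaled to no-enzyme and uninhibited-enzyme controls, plate-pattern corrected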
# SUMO1 PPI mod: alters human SUMO1 binding to SIM partners; inhibition, % at 20 µM; 0.33% of 360,000 active; SUMO1 binding to a labelled peptide, TR-FRET, 1 h; in the data active = inhibition above about 37%
# Rpn11 inh: blocks the human proteasome subunit Rpn11. O00487. human 26S proteasome, Ub4-pepOG fluorescence polarization; 20S core pre-blocked with epoxomicin. calls only at 20 µM. 0.59% of 360,000 active. AID 588493;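 active = inhibition at 20 µM, scaled to each plate's controls, above about 33%, limit read from the data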
# Target sequence (O00487 whole entry, looked up): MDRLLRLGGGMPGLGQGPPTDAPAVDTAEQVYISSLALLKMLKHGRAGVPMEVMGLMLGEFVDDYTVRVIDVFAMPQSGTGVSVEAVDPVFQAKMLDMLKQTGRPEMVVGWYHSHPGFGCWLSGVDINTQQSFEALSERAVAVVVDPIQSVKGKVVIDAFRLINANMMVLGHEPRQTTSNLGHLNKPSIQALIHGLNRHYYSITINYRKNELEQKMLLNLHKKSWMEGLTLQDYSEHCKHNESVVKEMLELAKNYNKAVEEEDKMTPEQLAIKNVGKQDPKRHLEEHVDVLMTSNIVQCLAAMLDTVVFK
# Scp-1 inhibitor: Scp-1 (human) phosphatase inhibition. 0.88% of 340,000 active. Recombinant Scp1, phosphopeptide, malachite green phosphate absorbance. inhibition, % at 20 µM;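 active = inhibition above about 50% at 20 µM, limit read from the data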;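 note: plate controls were DMSO wells with enzyme for no effect and wells lacking enzyme for full effect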
# Target sequence (Q9GZU7 76-261 limits assumed): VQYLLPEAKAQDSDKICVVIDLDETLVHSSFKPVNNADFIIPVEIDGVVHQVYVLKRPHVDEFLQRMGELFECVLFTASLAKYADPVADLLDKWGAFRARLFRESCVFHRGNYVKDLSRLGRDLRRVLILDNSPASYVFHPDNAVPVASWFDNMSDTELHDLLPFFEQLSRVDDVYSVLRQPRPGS
#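 assay system = SCP-1 phosphatase catalytic domain, residues 76-261 | buffer or medium = 50 mM Tris acetate pH 5.5, 0.005% Tween-20, 10 mM MgCl2 | incubation = enzyme reaction 45 min at room temperature, colour 5 min, stabilisation 30 min | signal = Phosphate-binding colour reagent, absorbance read at 630 nm | measure = % inhibition at 20 µM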
# Tb MetRS inh: blocks T. brucei methionyl-tRNA synthetase activity; purified T. brucei MetRS, ATP depletion, Kinase-Glo luminescence; inhibition, % at 11.9 µM; 0.4% of 360,000 active; AID 624268;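 active = inhibition above a per-plate cutoff of the control wells' mean inhibition plus 3 SD, cut at about 5.5% in these data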;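 note: 0% = DMSO wells median and 100% = median of wells with control inhibitor compound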
#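 Dosing: 11.9 µM single point; system: parasite MetRS enzyme; technique: luminescence of leftover ATP; times: 15 min enzyme-compound preincubation, 2 h reaction, 10 min detection, 25 °C; replicates: each compound tested once; read-out basis: percent inhibition relative to median high and low control wells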
# NadD block: blocks S. aureus nicotinate mononucleotide adenylyltransferase | inhibition, % at 20 µM | 0.78% of 360,000 active | AID 602399 | purified NadD enzyme, colorimetric absorbance read-out; in the data active = inhibition above about 26%; note: some compounds past the cut are filed as inactive
# Starred values were filed as active, the others as inactive; i = inactive; x = no result given; & = joins results of further samples. Outcome played no part in choosing rows. About 3.6% of those tested had a hit in this group.
SMILES,LMPTP inh,CSN inh,DNMT1 inh,PABP1 MLLE inh,STEP inh,SUMO1 PPI mod,Rpn11 inh,Scp-1 inhibitor,Tb MetRS inh,NadD block
Cc1nc2ccccc2n1CC(=O)N/N=C/c1cccnc1,0.2,-2,5,21,-5,-3,i,1,0.3,0
C=C(C)Cn1c(C)cc(C)c(S(=O)(=O)c2ccc(C)cc2)c1=O,0.7,-2,4,1,1,1,i,-11,-0.1,-6
CCC(CC)NC(=O)c1cccc(NC(=O)C(C)C)c1,-0.6,6,-1,0,1,2,i,-6,-0.7,-4
O=C(Cn1c(=O)oc2cc(S(=O)(=O)N3CCCC3)ccc21)Nc1cccc(C(F)(F)F)c1,7.0,7,12,-5,6,-3,i,23,1.1,7
Cc1ccc(NC(=O)/C=C/c2ccc([N+](=O)[O-])s2)c(C)c1,-0.1,-4,5,-3,1,-12,i,-8,-0.2,-9
C[C@H](CO)N1C[C@H](C)[C@@H](CN(C)C(=O)NC2CCCCC2)Oc2c(NC(=O)CCC(F)(F)F)cccc2C1=O,-1.0,-2,1,-1,0,-1,i,1,-1.5,1
COc1cc(CNC(C)C)c(Br)cc1OC1CCCC1,1.0,5,0,2,-1,3,i,-5,-0.3,1
COc1ccc(C(=O)NC(C(=O)N2CCN(c3ccccc3O)CC2)C(C)C)cc1 (centres undefined),-1.4,-3,-3,13,1,0,i,-2,-0.1,-5
CCOC(=O)c1c(-c2cccc([N+](=O)[O-])c2)csc1NC(=O)C1CCCCC1,3.3,-5,-13,6,-2,-11,i,-5,0.1,-4
CCOC(=O)C1=CN(CC)S(=O)(=O)NC1c1ccc(F)c(Cl)c1 (centres undefined),-1.2,-6,3,-3,2,-2,i,1,-2.6,-2
COc1ccccc1-c1nc2ccccc2nc1-c1ccccc1,0.3,1,1,8,2,-12,i,-4,-0.6,-6
CC(C)N1CCC(N2CCN(Cc3cc4c(cc3Cl)OCO4)CC2CCO)CC1 (centres undefined),4.6,-2,1,4,4,3,i,-9,0.0,-4
Cn1c(=O)c2c(nc(N3CCN(c4ccccc4)CC3)n2CCCc2ccccc2)n(C)c1=O,2.7,4,-4,9,6,0,i,-2,0.0,1
CC(=O)N1CCN(c2ccc(NC(=O)c3ccc([N+](=O)[O-])o3)cc2Cl)CC1,0.1,-3,-7,13,2,-34,i,1,-0.7,-1
COc1ccc(NC(=O)C2CCCN(c3cnccn3)C2)cc1 (centres undefined),-1.3,3,2,-4,1,-2,i,-7,0.0,3
O=C(COc1ccc(Cl)cc1Cl)Nc1ccccc1NS(=O)(=O)c1cccs1,-0.2,5,-3,3,-5,1,i,2,-0.4,1
O=C(Oc1cccc(-c2cnc3ccccc3n2)c1)c1ccco1,1.8,2,-2,3,2,-18,i,-14,-0.9,-6
O=S(=O)(c1cccc(C(F)(F)F)c1)N(CCCN1CCOCC1)Cc1cccs1,0.1&-0.7,-1&-6,-4&0,11&10,-1&-1,-6&1,i,0&-4,-0.2&1.2,-4&1
O=C(O)c1nn(-c2cccc(Cl)c2)c(=O)cc1O,-0.5,0,0,-7,2,3,i,-13,-0.8,3
O=C(NCCc1nnc2ccc(NCc3ccc(F)cc3)nn12)c1ccccc1,0.3,-2,1,15,0,0,i,-9,-0.8,3
Cn1cc(CC(=O)NC2CCCCC2)c2ccccc21,-1.0,7,1,-5,2,1,i,-4,-0.4,2
CC(NC(=O)COC(=O)c1ccc2ccccc2n1)C1CC2CCC1C2 (centres undefined),-0.9,14,-4,-9,-2,-7,i,-8,-0.3,3
COc1cc(/C=N/NC(=S)Nc2cccc(S(=O)(=O)N(C)C)c2)cc(OC)c1O,-0.2,-8,0,-10,2,7,i,-6,-0.5,4
CN1CCc2c(sc(NC(=O)CS(=O)(=O)c3ccc(F)cc3)c2C(N)=O)C1,-1.2,1,-3,22,-2,2,i,-4,-0.1,-1
COc1ccc(C(=O)Nc2cc3c4c(c2)C(C)C(=O)N4CCC3)cc1 (centres undefined),-0.4,5,0,-1,-2,0,i,1,-0.4,3
CCCSc1ccc([C@@H]2[C@@H]3C(=O)N(C)C(=O)[C@@H]3[C@]3(C(=O)OC)CCCN23)cc1OC,-0.9,-2,-10,14,0,-9,i,0,-0.3,0
COc1ccc(CNC(=O)Nc2ccc3c(c2)N(C)C(=O)CS3)cc1,0.0,0,-9,10,2,0,i,-3,-0.2,4
COC(=O)c1sccc1NC(=O)C1CC=CCC1C(=O)O (centres undefined),-1.9,0,1,4,-3,-1,i,4,-0.3,-4
COc1ccc(C2CC(c3cccs3)=NN2c2ccccc2)cc1 (centres undefined),2.2,0,2,8,-2,-3,i,-7,-0.5,-10
Cc1cc(=O)oc2cc(NS(=O)(=O)c3ccc(F)cc3)ccc12,-0.6,-3,-2,-7,4,4,i,-9,-0.7,-2

# Fetched by compound from above, 2 records:
SMILES,LMPTP inh,CSN inh,DNMT1 inh,PABP1 MLLE inh,STEP inh,SUMO1 PPI mod,Rpn11 inh,Scp-1 inhibitor,Tb MetRS inh,NadD block
COc1ccc(C2CC(c3cccs3)=NN2c2ccccc2)cc1 (centres undefined),2.2,0,2,8,-2,-3,i,-7,-0.5,-10
COC(=O)c1sccc1NC(=O)C1CC=CCC1C(=O)O (centres undefined),-1.9,0,1,4,-3,-1,i,4,-0.3,-4

# Whole records, looked up by structure. Values in the order: LMPTP inh	CSN inh	DNMT1 inh	PABP1 MLLE inh	STEP inh	SUMO1 PPI mod	Rpn11 inh	Scp-1 inhibitor	Tb MetRS inh	NadD block
# Listed for Cc1cc(=O)oc2cc(NS(=O)(=O)c3ccc(F)cc3)ccc12 = -0.6	-3	-2	-7	4	4	i	-9	-0.7	-2
# Listed for COc1ccc(C(=O)Nc2cc3c4c(c2)C(C)C(=O)N4CCC3)cc1 (centres undefined) = -0.4	5	0	-1	-2	0	i	1	-0.4	3

# The listing continues:
SMILES,LMPTP inh,CSN inh,DNMT1 inh,PABP1 MLLE inh,STEP inh,SUMO1 PPI mod,Rpn11 inh,Scp-1 inhibitor,Tb MetRS inh,NadD block
Nc1nonc1C(=O)OCC(=O)N1CCOCC1,-0.9,1,0,-2,-5,4,i,-2,0.2,-1
CCCn1c(=N)n(CC(=O)OCC)c2ccccc21,-0.3,1,7,-2,4,0,i,-2,-0.2,-4
CC[n+]1c(/C=C/N(C)c2ccccc2)oc2ccc(Cl)cc21,-1.2,1,2,-7,-1,-2,i,-1,1.3,2
CC(C)OCCCNC(=O)CN1C(=O)CSc2ccc(S(=O)(=O)N3CCOCC3)cc21,-1.2,-1,0,-4,0,-4,i,x,-0.4,1
O=C(CNC(=O)c1ccc(Cl)cc1Cl)OCC(=O)c1ccc2c(c1)OCCO2,0.0,3,-5,12,1,3,i,-2,-0.4,-4
Nc1ccc(CSc2ccccc2)cc1,0.9,-2,-1,5,0,12,i,-5,-0.1,2
CCc1ccc2c(c1)C1(NN=C(c3cccc4ccccc34)S1)C(=O)N2 (centres undefined),3.9,3,-14,28,-2,15,i,x,-0.8,35*
Cc1nn(CC(=O)Nc2ccc(S(=O)(=O)N(C)C)cc2)c(C)c1[N+](=O)[O-],-1.6,-1,-6,-12,-5,1,i,-1,0.5,7
Cc1ccc2c(c1)N(CC(=O)NCCc1ccc(Cl)cc1)C(=O)c1cccnc1O2,0.5,-5,-3,7,-2,0,i,2,-0.1,-4
COc1ccccc1C(=O)OC(C)CN1CCN(C)CC1 (centres undefined),-4.0,7,1,2,1,2,i,0,0.4,-3
COC(=O)C[C@@H]1CC[C@H](NC(=O)Nc2ccc(F)cc2)[C@@H](CO)O1,-1.1,-3,x,x,x,2,x,x,-0.3,x
Cc1ccc(C)c(S(=O)(=O)NC(C)C(=O)NCc2ccccn2)c1 (centres undefined),-1.0,1,-1,13,-2,-1,i,1,-0.3,2
Cn1nnc2cc(C(=O)NCc3ccc4c(c3)OCO4)ccc21,0.0,8,-1,3,1,5,i,-11,0.2,-3
CCN1CCCC1CNC(=O)c1cc2cc(F)ccc2[nH]1 (centres undefined),-3.1,-1,-5,4,-3,1,i,-13,-0.3,-7
CCOC(=O)c1c(NC(=O)Cn2c(=O)oc3ccccc32)oc(C)c1C(C)=O,-0.3,-6,-1,-24,-2,-3,i,-3,-1.7,-3
N#CCC1(O)C(=O)N(Cc2ccccc2)c2ccccc21 (centres undefined),-1.5,-2,x,x,x,-2,x,x,-0.1,0
O=S(=O)(c1ccc(F)c2ccccc12)N1CCCCC1,-1.6,-2,5,-7,0,-6,i,-2,-1.1,1
Cc1ccc(CSCCNC(=O)CN(c2ccc(F)cc2)S(C)(=O)=O)cc1,-0.6,2,1,-1,0,0,i,-12,-0.5,-10
COc1ccc(OCC(=O)OCCN(C)C)cc1,1.5,-3,1,3,-4,0,i,-8,-1.8,-7
COc1ccc(S(=O)(=O)Nc2c(C)nc3nc(C)[nH]n3c2=O)cc1,-0.1,-6,3,-2,1,-1,i,-1,-0.9,-4
CC(C)(CNC(=O)c1cc(=O)[nH]c2ccccc12)N1CCOCC1,-1.1,1,3,1,-8,3,i,-10,0.3,-2
O=C1C(=O)N(CCOCCO)C(c2ccccn2)/C1=C(\O)c1ccccc1 (centres undefined),1.4,-1,2,13,0,-5,i,-3,-0.5,-9
O=C(CCc1ccc(S(=O)(=O)N2CCOCC2)cc1)NN=C1CCCCCCC1,-0.6,-4,2,-3,0,2,i,-7,-0.2,-2
CCC(CC)C1C(C#N)=C(N)SC(N)=C1C#N,1.0,2,-11,-10,-2,2,i,-8,0.4,2
CCOc1ccc(S(=O)(=O)N2CCN(C(=S)NCc3ccccc3)CC2)cc1,2.8,-1,2,-133,3,-1,i,-7,-0.4,-12
COc1ccc(OC)c(CN2CCN(C(=O)c3ccc(NS(=O)(=O)c4cccc([N+](=O)[O-])c4)cc3)CC2)c1,0.8,-2,-1,-8,-1,-16,i,-3,0.4,3
Cc1ccc(NC(=O)NNC(=O)COc2ccc(Cl)cc2)cc1,-0.6,0,9,-6,-1,6,i,-4,0.9,0
O=C(O)Cn1cc(C(=S)N2CCCCC2)c2ccccc21,0.1,7,7,39,5,-2,i,-3,0.4,1
CC(C)(C)OC(=O)NNC(=O)c1ccc(Cl)cc1,-1.3,-2,4,14,-6,0,i,-13,-0.7,-10

# High-throughput results as filed in PubChem.
